Compound activity deposited in PubChem by several laboratories.
NR5A2 inv ag: LRH-1 (NR5A2) inverse agonists, primary screen, cell-based, luminescence, HEK293T, StAR-luciferase reporter. Nuclear receptor subfamily 5 group A member 2 (Homo sapiens), O00482. LRH-1 transfected, 24 h. inhibition, % at 3.6 µM. actives 0.13% (n = 360,000). AID 602396, 2012;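 active = inhibition above the mean inhibition of all tested compounds plus 3 SD, cut at about 73% in these data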;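 also: 0% = DMSO wells and 100% = reporter-only cells lacking LRH-1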
TRAIL sens C8: viability loss with TRAIL in NB7+C8 cells, primary screen, TRAIL sensitizer project, cell-based, ATPlite luminescence. actives 1% (n = 360,000). AID 624354, 2012. inhibition (viability loss, TRAIL sensitization), % at 10 µM;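 active = compounds causing at least 50% loss of cell viability in the single-dose screen, relative to plate controls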
TLR9-MyD88 block: inhibitors of TLR9-MyD88 association in cells, primary screen, cell-based, CHO, BLA complementation, fluorescence; Toll-like receptor 9 (Homo sapiens) + Myeloid differentiation primary response protein …; inhibition, % at 4.98 µM; AID 504734, 2011; actives 0.21% (n = 340,000); CCF4 FRET ratio;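 active = inhibition above the mean over all tested compounds plus 3 SD, cut at about 21% in these data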;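 also: 0% = DMSO only wells and 100% = clavulanate BLA inhibitor control wells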
NR2F2 inh: NR2F2 transcriptional activity inhibitors, primary screen, cell-based, luciferase reporter, HEK293T, luminescence | COUP transcription factor 2 (Homo sapiens), P24468 | HEK293T NGFI-A luciferase reporter | inhibition, % at 8.6 µM | actives 0.7% (n = 370,000) | AID 686940, 2013;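 active = inhibition above a per-plate cutoff, mean inhibition of test wells between control levels plus 3 SD, cut at about 38% in these data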;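 also: cells cotransfected with COUP-TFII expression vector driving the NGFI-A reporter; 0% = median of COUP-TF2 test wells and 100% = reporter-only cells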
Target sequence (P24468 whole entry, looked up): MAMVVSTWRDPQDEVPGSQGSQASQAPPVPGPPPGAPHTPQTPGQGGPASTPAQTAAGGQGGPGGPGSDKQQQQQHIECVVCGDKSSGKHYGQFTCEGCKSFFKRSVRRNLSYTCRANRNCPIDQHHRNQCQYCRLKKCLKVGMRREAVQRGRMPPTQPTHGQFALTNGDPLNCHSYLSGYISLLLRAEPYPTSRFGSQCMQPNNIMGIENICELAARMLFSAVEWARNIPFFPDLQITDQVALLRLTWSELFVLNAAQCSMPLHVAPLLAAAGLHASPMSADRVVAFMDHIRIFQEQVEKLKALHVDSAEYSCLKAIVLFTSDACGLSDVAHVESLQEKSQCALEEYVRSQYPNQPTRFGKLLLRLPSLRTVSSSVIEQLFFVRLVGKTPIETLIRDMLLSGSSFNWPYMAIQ
Vif inh: HIV Vif self-association inhibitors, primary screen, imaging, HEK293T, single point; HEK293T cells, Vif self-association by quenched fluorescence, 24 h; inhibition, % at 7.49 µM; actives 0.35% (n = 340,000); in the data active = inhibition above about 50%, passing the limit was not always enough; inconclusive = no clear call, values can overlap the other calls; inactive = below about 31%; also: some results filed as inactive read as strong as hits
SRC2 inh: inhibition of GAL4-SRC2 driven luciferase reporter, primary screen, SRC2 inhibitor project, cell-based, luminescence; Nuclear receptor coactivator 2 (Homo sapiens), Q15596; HEK293 GAL4-SRC2 luciferase reporter; inhibition, % at 9 µM; actives 0.17% (n = 370,000);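 active = inhibition above the mean inhibition of all tested compounds plus 3 SD, set per campaign, cut at about 52% in these data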;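 also: 0% = DMSO treated cells and 100% = cells given Gossypol at 36 µM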
NCOA1 inh: SRC1 coactivator transcriptional activity inhibitors, primary screen, cell-based, luminescence. Nuclear receptor coactivator 1 (Homo sapiens), Q15788. inhibition, % at 3.6 µM. actives 0.12% (n = 360,000). HEK293 GAL4-SRC1 luciferase reporter;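 active = inhibition above the campaign mean plus 3 SD, with each screening campaign given its own cutoff, cut at about 60% in these data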;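 also: 0% = DMSO treated cells and 100% = gossypol at 36 µM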
TROY signal inh: inhibitors of TROY-driven NF-kB signaling, primary screen, Q293 LMP1-TROYcd cells, NF-kB luciferase, uHTS; Q293 LMP1-TROYcd NF-kB luciferase reporter, 4 h; inhibition, % at 10 µM; actives 0.98% (n = 360,000);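 active = compounds whose plate-normalised and pattern-corrected inhibition of the luciferase reporter signal at the single screening dose is 50% or more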
NOD2 RIPK2 PPI: NOD2-RIPK2 binding disruptors in cells, primary screen, fluorescence, CHO cells, BLA complementation. inhibition, % at 4.98 µM. actives 0.38% (n = 360,000). Receptor-interacting serine/threonine-protein kinase 2 (Homo sapiens), O43353. AID 624267, 2012. CCF4 ratio; in the data active = inhibition above about 21%;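 also: 0% = vehicle only and 100% = reference blocker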
Target sequence (O43353 whole entry, looked up): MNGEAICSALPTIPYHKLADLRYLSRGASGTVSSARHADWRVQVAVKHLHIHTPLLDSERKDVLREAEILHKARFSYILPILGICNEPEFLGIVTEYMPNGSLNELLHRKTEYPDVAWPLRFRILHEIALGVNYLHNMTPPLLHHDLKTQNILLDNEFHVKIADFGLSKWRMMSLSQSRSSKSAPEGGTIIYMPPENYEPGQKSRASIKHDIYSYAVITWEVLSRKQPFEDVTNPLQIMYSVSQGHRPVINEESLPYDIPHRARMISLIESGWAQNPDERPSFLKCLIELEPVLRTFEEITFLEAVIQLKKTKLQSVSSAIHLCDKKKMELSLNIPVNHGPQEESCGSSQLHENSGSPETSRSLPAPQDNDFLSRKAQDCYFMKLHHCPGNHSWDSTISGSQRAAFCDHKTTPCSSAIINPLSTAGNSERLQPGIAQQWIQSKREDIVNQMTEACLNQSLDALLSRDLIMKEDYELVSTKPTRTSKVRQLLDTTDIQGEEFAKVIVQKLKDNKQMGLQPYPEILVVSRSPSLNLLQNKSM
LMP1 NFkB inh: EBV LMP1-driven NF-kappaB luciferase reporter inhibitors, primary screen, cell-based, luminescence, single point; inhibition, % at 12.5 µM; LMP1-induced NF-kappaB luciferase reporter cells; actives 0.69% (n = 350,000); in the data active = inhibition above about 41%; inconclusive = no clear call, values can overlap the other calls;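 also: 0% = neutral control wells and 100% = reference inhibitor control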
NCOA3 inh: SRC3 coactivator transcriptional activity inhibitors, primary screen, cell-based, luminescence; Nuclear receptor coactivator 3 (Homo sapiens), Q9Y6Q9; HEK293 GAL4-SRC3 luciferase reporter; inhibition, % at 3.6 µM; actives 0.17% (n = 360,000);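 active = inhibition above a per-campaign cutoff, the mean of all compounds plus 3 SD, cut at about 60% in these data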;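 also: 0% = DMSO-treated cells and 100% = gossypol-treated cells at 36 µM; higher means less SRC3-driven luciferase light from the GAL4 reporter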
The depositor's hits bear a star; ? = inconclusive; nt = no result given. A portion of the library, so the mix of outcomes need not match the whole.

SMILES | NR5A2 inv ag | TRAIL sens C8 | TLR9-MyD88 block | NR2F2 inh | Vif inh | SRC2 inh | NCOA1 inh | TROY signal inh | NOD2 RIPK2 PPI | LMP1 NFkB inh | NCOA3 inh
Cc1ccccc1OCC(=O)Nc1nc(-c2ccncc2)cs1 | -32 | 19 | -11 | -6 | -7 | 11 | 7 | 42 | -4 | 9 | 3
Cc1cc(C(F)F)n2nc(C(=O)Nc3sc4c(c3C#N)CCC4)nc2n1 | 1 | 7 | 0 | 1 | 6 | -28 | 3 | -15 | -3 | -10 | 24
COc1cc(OC)c(S(=O)(=O)NC(C)C)cc1S(=O)(=O)NC(C)C | -5 | -10 | 0 | 16 | 6 | -2 | 4 | 12 | -2 | 1 | -6
CC(=O)c1cccc(NC(=O)CN2C(=O)COc3ccc(Cl)cc32)c1 | 13 | 12 | 3 | -6 | -3 | -3 | 9 | -19 | 3 | -3 | 6
CC(Oc1ccc(Cl)cc1Cl)C(=O)NCCC1=CCCCC1 (stereo not drawn) | 4 | -1 | -3 | 17 | 5 | -17 | -4 | -1 | 1 | 1 | 19
Cc1ccc(C2c3sc(=O)[nH]c3SC3C(=O)NC(=O)C32)cc1 (stereo not drawn) | 2 | -4 | 2 | 5 | -3 | 6 | -19 | 16 | 5 | 5 | -3
FC(F)(F)c1cc(-c2ccco2)nc(NCc2ccco2)n1 | 23 | -1 | 3 | -8 | ? | -10 | 1 | 6 | -1 | -2 | 12
NC(c1ccccc1)c1csc(NC(=O)NCC2CCCCC2)n1 (stereo not drawn) | -1 | 3 | nt | -2 | 6 | 7 | -12 | -3 | 3 | nt | 0
CCCCCc1c(C)nc(Nc2ccc(F)cc2)[nH]c1=O | -8 | -3 | -2 | -4 | -19 | -25 | -15 | 8 | -8 | 12 | -12
CCOC(=O)CC(NC(=O)C1c2ccccc2Oc2ccccc21)c1ccccc1Cl (stereo not drawn) | -3 | 1 | -4 | 0 | 4 | -1 | -15 | 3 | -4 | 1 | 17
Cc1onc(-c2ccccc2Cl)c1C(=O)Nc1cccc(S(=O)(=O)N2CCOCC2)c1 | 12 | -18 | -6 | -1 | -2 | 19 | -20 | 9 | 3 | -2 | 20
Cc1cc(C)cc(C(=O)NC(CC(N)=O)c2ccc(NC3CCCCCC3)c([N+](=O)[O-])c2)c1 (stereo not drawn) | 0 | -3 | 0 | 4 | -1 | 9 | -8 | -22 | -14 | 1 | -1
CCNC(=S)N/N=C/c1ccc(C(=O)O)cc1 | -7 | -1 | -1 | -8 | 3 | -26 | -19 | -11 | 4 | 2 | 7
CN1c2ccccc2C(C)(C)C12C=Cc1cc(O)ccc1O2 (stereo not drawn) | 15 | 21 | -5 | 34 | -52 | 35 | -11 | 34 | 0 | -8 | 8
COc1ccc(S(=O)(=O)N2CCN(C(=O)C3CCCCC3)CC2)cc1 | -16 | 9 | -1 | 10 | 33 | -27 | -12 | 1 | -6 | 3 | -1
COc1ccc2c(c1)C(=O)N1[C@H]3c4cc(Br)ccc4OC[C@@H]3[C@H](c3ccccc3)[C@]1(C)C(=O)N2 | 8 | 9 | -13 | nt | 26 | nt | 12 | 2 | -6 | 15 | 27
O=C(CC1SC(=Nc2ccccc2)N(Cc2ccccn2)C1=O)Nc1cccc(Cl)c1 (stereo not drawn) | -36 | 5 | -1 | 2 | -18 | -31 | -21 | -20 | -4 | 0 | -9
Clc1ccccc1-c1nn2c(-c3ccccn3)nnc2s1 | -3 | 8 | -7 | 1 | 9 | -15 | -11 | -22 | -2 | 6 | -15
O=C(NCc1ccccc1F)C1CCCN(S(=O)(=O)c2ccc(-n3cnnn3)cc2)C1 (stereo not drawn) | -10 | 6 | -11 | 15 | 11 | -2 | 1 | 17 | -3 | 7 | -13
COC(=O)c1ccc(/C=N/NC(=O)CC(=O)NC2CCCCC2)cc1 | 2 | -1 | -3 | -2 | nt | 2 | -6 | 12 | -2 | 1 | 11
CCC(C(=O)OCC(=O)Nc1ccc(F)cc1)c1ccccc1 (stereo not drawn) | -25 | 5 | -9 | -1 | -1 | -32 | -2 | 11 | -2 | 1 | -6
Cc1cc(N2CCC(C(=O)NC3CCCCC3)CC2)nc(-c2ccccc2)n1 | 12 | 10 | -5 | -17 | 3 | -15 | 1 | 7 | 3 | 9 | 18
COc1cccc(-c2cnc(C(O)c3ccc(C)c(F)c3)[nH]2)c1 (stereo not drawn) | -9 | 0 | nt | nt | nt | nt | 7 | -13 | -4 | nt | -28
O=C(COc1ccccc1)Nc1ccc2c(c1)nc1n2CCSC1 | -98 | 16 | -8 | -33 | -13 | -68 | -96 | -38 | 3 | -4 | -44
COc1ccc(-n2cc(-c3ccccc3)c3c(=O)[nH]cnc32)cc1 | 14 | -3 | 0 | 0 | 1 | 4 | 5 | -23 | 5 | 6 | 19
C[C@@H]1CN([C@@H](C)CO)C(=O)c2cc(NS(=O)(=O)c3ccc(F)cc3)ccc2O[C@@H](C)CCCCO[C@H]1CN(C)C(=O)NC1CCCCC1 | -3 | -1 | 2 | 9 | 4 | 2 | -3 | -13 | -6 | -9 | 15
CC(=O)NC(c1cccs1)c1cc([N+](=O)[O-])c2cccnc2c1O (stereo not drawn) | 2 | 6 | -9 | -1 | -2 | 19 | -12 | 22 | 10 | 24 | 11
CC(NC(=O)CCSCCC(=O)NC(C)c1ccccc1)c1ccccc1 (stereo not drawn) | 16 | -12 | 5 | 8 | 4 | -13 | 2 | 2 | 0 | -3 | 11
CC1C(=O)N(Cc2ccccc2F)c2ccccc2N1C(=O)c1c(F)cccc1F (stereo not drawn) | -11 | 11 | -12 | 47* | -8 | 11 | 11 | 30 | -2 | 4 | 16
Cc1cccc2nc(Cn3c(=O)n(CCC(=O)NCc4ccco4)c(=O)c4ccccc43)cc(=O)n12 | 7 | 7 | 6 | -2 | -1 | -1 | 5 | 0 | 2 | -4 | 19
CCC(C)NC(=O)CN(C)S(=O)(=O)c1ccc2c(c1)c(=O)n(C)c(=O)n2C (stereo not drawn) | 2 | -8 | 1 | 2 | 6 | -9 | -32 | -1 | -14 | 7 | -11
COc1ccccc1OCCCOc1cccc(/C=C2\SC(=O)NC2=O)c1 | -10 | -14 | -1 | 9 | -4 | 13 | -5 | 37 | -6 | -5 | -4
CCN(C(=O)COC(=O)CNC(=O)c1cccs1)c1c(N)n(Cc2ccccc2)c(=O)[nH]c1=O | 14 | -13 | -6 | 6 | -4 | 1 | 0 | -6 | -12 | 1 | 6
Cc1oc(-c2ccccc2Cl)nc1CN(C)C(C)c1ccon1 (stereo not drawn) | 13 | 1 | 2 | 21 | 0 | -26 | -1 | 5 | -7 | -10 | 3
O=C(CSc1nc(-c2ccco2)cc(C(F)(F)F)n1)NC1CCCC1 | -2 | 5 | -5 | 9 | 7 | 4 | -8 | 16 | 13 | -5 | -10
CCC(=O)Nc1cccc(C(=O)c2ccccc2)c1 | 2 | -12 | -4 | -5 | 3 | -12 | -6 | -6 | -8 | -9 | 16
O=C(COC(=O)c1ccc(O)cc1O)Nc1ccc2ccccc2c1 | 9 | 15 | 7 | -19 | 0 | -20 | -38 | 20 | 2 | 3 | -13
COc1cc(OC)c(OC)cc1CN1CCN(S(=O)(=O)c2ccc(F)cc2)CC1 | 9 | 14 | -5 | 11 | 4 | -10 | 1 | 11 | 4 | 4 | 1
Cc1ccccc1C(=O)NCC(C)NC(=O)c1ccccc1C (stereo not drawn) | 15 | 4 | -6 | -1 | -3 | -11 | 9 | -2 | -11 | 1 | 8
Cc1nnc(SCC(=O)c2c(N)n(C3CC3)c(=O)[nH]c2=O)n1-c1ccccc1 | 2 | -7 | -1 | 5 | -6 | -1 | -1 | 0 | 12 | 1 | 7

Part of the list above in another layout:
| smiles | NR5A2 inv ag | TRAIL sens C8 | TLR9-MyD88 block | NR2F2 inh | Vif inh | SRC2 inh | NCOA1 inh | TROY signal inh | NOD2 RIPK2 PPI | LMP1 NFkB inh | NCOA3 inh |
| --- | --- | --- | --- | --- | --- | --- | --- | --- | --- | --- | --- |
| CCC(C)NC(=O)CN(C)S(=O)(=O)c1ccc2c(c1)c(=O)n(C)c(=O)n2C (stereo not drawn) | 2 | -8 | 1 | 2 | 6 | -9 | -32 | -1 | -14 | 7 | -11 |
| COc1ccccc1OCCCOc1cccc(/C=C2\SC(=O)NC2=O)c1 | -10 | -14 | -1 | 9 | -4 | 13 | -5 | 37 | -6 | -5 | -4 |
| CCN(C(=O)COC(=O)CNC(=O)c1cccs1)c1c(N)n(Cc2ccccc2)c(=O)[nH]c1=O | 14 | -13 | -6 | 6 | -4 | 1 | 0 | -6 | -12 | 1 | 6 |
| Cc1oc(-c2ccccc2Cl)nc1CN(C)C(C)c1ccon1 (stereo not drawn) | 13 | 1 | 2 | 21 | 0 | -26 | -1 | 5 | -7 | -10 | 3 |
| O=C(CSc1nc(-c2ccco2)cc(C(F)(F)F)n1)NC1CCCC1 | -2 | 5 | -5 | 9 | 7 | 4 | -8 | 16 | 13 | -5 | -10 |
| CCC(=O)Nc1cccc(C(=O)c2ccccc2)c1 | 2 | -12 | -4 | -5 | 3 | -12 | -6 | -6 | -8 | -9 | 16 |
| O=C(COC(=O)c1ccc(O)cc1O)Nc1ccc2ccccc2c1 | 9 | 15 | 7 | -19 | 0 | -20 | -38 | 20 | 2 | 3 | -13 |
| COc1cc(OC)c(OC)cc1CN1CCN(S(=O)(=O)c2ccc(F)cc2)CC1 | 9 | 14 | -5 | 11 | 4 | -10 | 1 | 11 | 4 | 4 | 1 |
| Cc1ccccc1C(=O)NCC(C)NC(=O)c1ccccc1C (stereo not drawn) | 15 | 4 | -6 | -1 | -3 | -11 | 9 | -2 | -11 | 1 | 8 |
| Cc1nnc(SCC(=O)c2c(N)n(C3CC3)c(=O)[nH]c2=O)n1-c1ccccc1 | 2 | -7 | -1 | 5 | -6 | -1 | -1 | 0 | 12 | 1 | 7 |
